# High-throughput results as filed in PubChem.
# Mtb BioA inh: M. tuberculosis BioA enzyme inhibitors, primary screen, biochemical, plate reader, single point, HTS. purified M. tuberculosis BioA enzyme. 7,8-diaminopelargonic acid synthase BioA (Mycobacterium tuberculosis). actives 0.096% (n = 360,000). inhibition, % at 9.99 µM; in the data active = inhibition above about 40%
# An asterisk follows results filed as active. A portion of the library, so the mix of outcomes need not match the whole.
Structure | Mtb BioA inh
C[C@H](CO)N1C[C@H](C)[C@@H](CN(C)Cc2cncnc2)Oc2ncc(-c3cccc(C#N)c3)cc2C1=O | 2.9
O=C(Nc1ccccc1)N1C[C@H]2[C@@H](c3ccccc31)[C@H](CO)N2CC1CCCC1 | -2.6
C[C@H](CO)N1C[C@H](C)[C@@H](CN(C)Cc2ccc(Oc3ccccc3)cc2)Oc2ccc(N(C)C)cc2CC1=O | -1.1
Cn1cnc(CCNC(=O)C[C@@H]2CC[C@H]3[C@@H](COC[C@@H](O)CN3C(=O)C3CCCC3)O2)c1 | -1.4
C[C@@H]1CN([C@H](C)CO)C(=O)c2cccc(NC(=O)C3CCOCC3)c2O[C@@H]1CN(C)Cc1ccc(C(F)(F)F)cc1 | -2.9
CO[C@@H]1CN(C)C(=O)c2ccc(NC(=O)c3ccc(F)cc3)cc2OC[C@H](C)N(C(=O)c2ccc(F)cc2)C[C@H]1C | 1.6
COCC(=O)N(C)C[C@@H]1Oc2cc(-c3cncnc3)ccc2S(=O)(=O)N([C@@H](C)CO)C[C@@H]1C | 0.8
C[C@@H]1CN([C@H](C)CO)C(=O)c2cc(-c3ccccc3)cnc2O[C@H]1CN(C)Cc1cccnc1 | 18
Cc1ccc(S(=O)(=O)N(C)C[C@H]2Oc3ccc(NS(=O)(=O)c4ccc(F)cc4)cc3C(=O)N([C@@H](C)CO)C[C@@H]2C)cc1 | 1.9
Cc1noc(C)c1S(=O)(=O)N(C)C[C@H]1OCc2ccccc2-c2c(n(C)c3ccccc23)C(=O)N([C@H](C)CO)C[C@H]1C | -1.2
CC(C)NC(=O)Nc1ccc2c(c1)C(=O)N([C@H](C)CO)C[C@H](C)[C@H](CN(C)S(=O)(=O)c1cn(C)cn1)OCCCC[C@H](C)O2 | 0.4
C[C@@H]1CN([C@H](C)CO)C(=O)c2cc(NC(=O)c3ccncc3)ccc2O[C@@H]1CN(C)S(=O)(=O)c1cccs1 | -0.1
COc1ccc(CN(C)C[C@H]2Oc3c(NS(=O)(=O)c4ccc(F)cc4)cccc3C(=O)N([C@@H](C)CO)C[C@@H]2C)cc1 | -0.7
C[C@@H]1CN([C@@H](C)CO)S(=O)(=O)c2ccc(C3=CCCCC3)cc2O[C@H]1CN(C)C(=O)Nc1ccc2c(c1)OCO2 | -1.6
CCNC(=O)C[C@@H]1C=C[C@H](NC(=O)C2CCC2)[C@H](CO)O1 | -0.2
CC=Cc1ccc2n(c1=O)C[C@H]1[C@H](CO)[C@@H](C(=O)NCC3CCCCC3)[C@@H]2N1C(C)=O (mixture of isomers) | -2.5
CO[C@H]1CN(C)C(=O)c2cc(NC(=O)Nc3ccc(C(F)(F)F)cc3)ccc2OC[C@@H](C)NC[C@H]1C | 5.1
O=S(=O)(c1ccccc1)N1CCCCN2[C@@H](CO)[C@@H](c3ccc(C#CC4CCCC4)cc3)[C@@H]2C1 | -2.2
CNC(=O)C[C@H]1CC[C@@H]2[C@H](COc3ccc(NC(=O)c4ccc(OC)cc4)cc3C(=O)N2C)O1 | 13
CC(C)NC(=O)N1[C@@H](C#N)[C@@H](c2ccc(C#CC3CCCC3)cc2)[C@@H]1CO | -2.4
COCCNC(=O)C[C@H]1C[C@@H]2c3cc(NC(=O)Nc4ccc(OC)cc4)ccc3O[C@@H]2[C@@H](CO)O1 | -0.7
C[C@@H]1CCCCO[C@H](CN(C)C(=O)c2ccccc2)[C@H](C)CN([C@H](C)CO)C(=O)c2cc(NS(=O)(=O)c3cn(C)cn3)ccc2O1 | -1.8
CN1c2ccc(C#Cc3cccnc3)cc2[C@@H]2[C@@H](CCN2S(=O)(=O)c2ccccc2)[C@H]1CO | 6.8
C[C@@H]1CCCCO[C@H](CN(C)C(=O)Nc2ccc3c(c2)OCO3)[C@H](C)CN([C@H](C)CO)C(=O)c2cc(NC(=O)C3CCCCC3)ccc2O1 | -5.4
C[C@@H]1CN([C@@H](C)CO)C(=O)c2cc(-c3cccnc3)cnc2O[C@H]1CN(C)C(=O)Nc1ccc2c(c1)OCO2 | -0.2
CC(C)NC(=O)N[C@H]1C=C[C@@H](CC(=O)NC2Cc3ccccc3C2)O[C@H]1CO | -2.3
C[C@@H]1CN([C@@H](C)CO)C(=O)c2cc(NC(=O)C3CC3)ccc2O[C@H]1CN(C)Cc1ccccc1 | -1.4
CNC(=O)C[C@H]1CC[C@H]2[C@H](COc3ccc(NC(=O)c4cccc(OC)c4)cc3C(=O)N2C)O1 | -5.0
O=C(NC[C@@H]1[C@@H](c2ccccc2)[C@@H](CO)N1CC1CCCC1)c1ccccc1 | 2.1
O=C(C[C@H]1CC[C@@H]2[C@H](COC[C@@H](O)CN2S(=O)(=O)c2ccccc2)O1)N1CCOCC1 | -2.2
C[C@@H]1CCCCO[C@@H](CN(C)S(=O)(=O)c2cn(C)cn2)[C@H](C)CN([C@H](C)CO)C(=O)c2cc(NS(=O)(=O)c3ccc(Cl)cc3)ccc2O1 | -1.2
CC(C)NC(=O)Nc1ccc2c(c1)CC(=O)N([C@@H](C)CO)C[C@H](C)[C@@H](CN(C)S(=O)(=O)c1ccccc1)O2 | -2.3
CNC[C@@H]1Oc2ccc(NC(=O)Nc3ccc(OC)cc3)cc2CC(=O)N([C@H](C)CO)C[C@H]1C | 3.2
CC(=O)N(C)C[C@H]1Oc2ncc(C#Cc3ccccn3)cc2C(=O)N([C@@H](C)CO)C[C@@H]1C | -4.3
CO[C@@H]1CN(C)C(=O)c2cc(NC(=O)Nc3ccc(Cl)cc3)ccc2OC[C@H](C)N(C)C[C@H]1C | -0.5
CN1C(=O)c2cc(NC(=O)C3CCCCC3)ccc2OC[C@@H]2O[C@H](CC(=O)NC3CCCC3)CC[C@H]21 | -1.1
C[C@@H]1CCCCO[C@H](CN(C)C(=O)Nc2ccccc2)[C@@H](C)CN([C@@H](C)CO)C(=O)c2cc(NC(=O)CCCN(C)C)ccc2O1 | -0.2
C[C@H]1CCCCO[C@H](CN(C)S(=O)(=O)c2cn(C)cn2)[C@@H](C)CN([C@@H](C)CO)C(=O)c2cc(NS(=O)(=O)c3ccc(Cl)cc3)ccc2O1 | -1.7
CO[C@@H]1CN(C)C(=O)c2cc(NC(=O)C3CC3)ccc2OC[C@@H](C)N(C(=O)CN(C)C)C[C@@H]1C | -2.4
O=C(Nc1cccc(F)c1)N1CCCCN2[C@H](C1)[C@@H](c1ccc(-c3ccncc3)cc1)[C@@H]2CO | 1.5
C[C@H](CO)N1C[C@H](C)[C@@H](CN(C)C(=O)c2ccccc2)OCCCC[C@H](C)Oc2ccc(NC(=O)NC3CCCCC3)cc2C1=O | -1.2
C[C@@H]1CN([C@H](C)CO)C(=O)c2cccc(NC(=O)Nc3ccccc3)c2O[C@H]1CN(C)CC1CCCCC1 | -1.1
COCC(=O)Nc1ccc2c(c1)C(=O)N(C)C[C@H](OC)[C@@H](C)CN(Cc1ccccn1)[C@@H](C)CO2 | 1.2
C[C@H]1CN([C@@H](C)CO)C(=O)c2cc(-c3cncnc3)cnc2O[C@H]1CN(C)C(=O)Cc1ccccc1 | -0.9
Cc1ccc(NC(=O)Nc2ccc3c(c2)C(=O)N(C)[C@H]2CC[C@H](CC(=O)NCC(F)(F)F)O[C@H]2CO3)cc1 | 1.5
C[C@H](CO)N1C[C@H](C)[C@H](CN(C)C(=O)NC2CCCCC2)Oc2ccc(NC(=O)C3CCCCC3)cc2CC1=O | -1.5
COC(=O)[C@H]1[C@H](CO)[C@H]2Cn3c(ccc(-c4ccncc4)c3=O)[C@H]2N1Cc1ccccc1F | 0.0
CS(=O)(=O)N1[C@@H]2Cn3c(ccc(-c4cccc(F)c4)c3=O)[C@H]1[C@@H](C(=O)N1CCCCC1)[C@@H]2CO | -0.9
CC(C)NC(=O)N(C)C[C@@H]1Oc2ccc(NC(=O)CCC(F)(F)F)cc2C(=O)N([C@@H](C)CO)C[C@@H]1C | -0.3
Cc1noc(C)c1S(=O)(=O)Nc1ccc2c(c1)C(=O)N([C@@H](C)CO)C[C@@H](C)[C@H](CN(C)C)OCCCC[C@@H](C)O2 | 0.3
C[C@H](CO)N1C[C@H](C)[C@H](CN(C)Cc2ccccc2)Oc2ccc(NS(=O)(=O)c3cccs3)cc2CC1=O | 0.2
CO[C@H]1CC[C@H]2CCOc3ccc(C#N)cc3C(=O)N(C)C[C@H](OC)[C@@H](C)C(=O)N(C)C[C@H]1O2 | -1.2
CC(C)NC(=O)Nc1ccc2c(c1)C(=O)N([C@H](C)CO)C[C@@H](C)[C@H](CN(C)S(=O)(=O)c1ccc(F)cc1)O2 | 0.6
CC(C)CC#Cc1cnc2c(c1)C(=O)N([C@H](C)CO)C[C@@H](C)[C@H](CN(C)Cc1cncnc1)O2 | -3.3
O=C(C1=C[C@@H](c2ccc3c(c2)Cc2ccccc2-3)C[C@@H](OCCCCO)O1)N1CCCCC1 | 1.4
Cc1ccc(-c2ccc3c(c2)O[C@@H](CN(C)C)[C@@H](C)CN([C@H](C)CO)S3(=O)=O)cc1 | -3.7
C[C@H](CO)N1C[C@H](C)[C@H](CN(C)C(=O)c2cnccn2)Oc2ncc(-c3ccccc3F)cc2C1=O | -0.5
C[C@@H]1CN([C@H](C)CO)C(=O)c2cc(NC(=O)NC3CCCCC3)ccc2O[C@@H](C)CCCCO[C@H]1CN(C)S(=O)(=O)c1ccc(Cl)cc1 | -0.5
CCCNC(=O)C[C@@H]1CC[C@H]2[C@@H](COc3ccc(NC(=O)Nc4ccccc4)cc3C(=O)N2C)O1 | 2.7
C[C@H]1CN([C@@H](C)CO)S(=O)(=O)c2ccc(Br)cc2O[C@H]1CN(C)CC1CC1 | 2.3

# An excerpt taken from the entries so far, as a working copy:
Structure | Mtb BioA inh
COCC(=O)N(C)C[C@@H]1Oc2cc(-c3cncnc3)ccc2S(=O)(=O)N([C@@H](C)CO)C[C@@H]1C | 0.8
C[C@@H]1CN([C@H](C)CO)C(=O)c2cc(-c3ccccc3)cnc2O[C@H]1CN(C)Cc1cccnc1 | 18

# (list continues)
Structure | Mtb BioA inh
O=C(c1cccc(F)c1)N1CCCCN2[C@H](CO)[C@@H](c3ccc(C#CC4(O)CCCC4)cc3)[C@@H]2C1 | 4.2
N#C[C@@H]1[C@@H](c2ccc(C#Cc3cccc(F)c3)cc2)[C@H](CO)N1C(=O)C1CCOCC1 | 1.0
Cc1noc(C)c1NC(=O)N(C)C[C@@H]1Oc2c(cccc2N(C)C)C(=O)N([C@H](C)CO)C[C@H]1C | -3.3
COc1cccc(CNC(=O)C[C@H]2C=C[C@H](NC(=O)C3CC3)[C@@H](CO)O2)c1 | 2.0
Cc1cccc(NC(=O)Nc2ccc3c(c2)C(=O)N(C)[C@@H]2CC[C@H](CC(=O)O)O[C@@H]2CO3)c1 | 0.7
C[C@@H]1CCCCO[C@@H](CN(C)S(=O)(=O)c2cccs2)[C@@H](C)CN([C@@H](C)CO)C(=O)c2cc(NS(=O)(=O)c3ccccc3)ccc2O1 | -3.7
CO[C@@H]1CN(C)C(=O)c2ccc(NC(=O)NC(C)C)cc2OC[C@@H](C)N(CC2CC2)C[C@@H]1C | -2.7
C[C@@H]1CN([C@@H](C)CO)S(=O)(=O)c2ccc(-c3ccc(F)cc3)cc2O[C@@H]1CN(C)C(=O)C1CCCCC1 | -2.1
C=CC[C@@]1(C(=O)OC)N=C(c2ccc(OCCCO)cc2)O[C@@H]1c1ccccc1 | 2.8
CCCNC(=O)N1C[C@H](O)COC[C@H]2O[C@H](CC(=O)N3CCOCC3)CC[C@@H]21 | 0.9
O=C(c1cccnc1)N1CCCCN2[C@@H](CO)[C@@H](c3ccc(C#Cc4ccccc4)cc3)[C@@H]2C1 | 4.6
CN(C)C(=O)C[C@H]1CC[C@@H]2[C@H](COC[C@@H](O)CN2CC2CCCCC2)O1 | 0.2
C[C@H]1CN([C@@H](C)CO)C(=O)c2cc(-c3ccncc3)cnc2O[C@@H]1CN(C)C(=O)c1ccncc1 | -1.8

# Structural class, those above containing fluorine (15)
Structure | Mtb BioA inh
C[C@@H]1CN([C@H](C)CO)C(=O)c2cccc(NC(=O)C3CCOCC3)c2O[C@@H]1CN(C)Cc1ccc(C(F)(F)F)cc1 | -2.9
CO[C@@H]1CN(C)C(=O)c2ccc(NC(=O)c3ccc(F)cc3)cc2OC[C@H](C)N(C(=O)c2ccc(F)cc2)C[C@H]1C | 1.6
Cc1ccc(S(=O)(=O)N(C)C[C@H]2Oc3ccc(NS(=O)(=O)c4ccc(F)cc4)cc3C(=O)N([C@@H](C)CO)C[C@@H]2C)cc1 | 1.9
COc1ccc(CN(C)C[C@H]2Oc3c(NS(=O)(=O)c4ccc(F)cc4)cccc3C(=O)N([C@@H](C)CO)C[C@@H]2C)cc1 | -0.7
CO[C@H]1CN(C)C(=O)c2cc(NC(=O)Nc3ccc(C(F)(F)F)cc3)ccc2OC[C@@H](C)NC[C@H]1C | 5.1
O=C(Nc1cccc(F)c1)N1CCCCN2[C@H](C1)[C@@H](c1ccc(-c3ccncc3)cc1)[C@@H]2CO | 1.5
Cc1ccc(NC(=O)Nc2ccc3c(c2)C(=O)N(C)[C@H]2CC[C@H](CC(=O)NCC(F)(F)F)O[C@H]2CO3)cc1 | 1.5
COC(=O)[C@H]1[C@H](CO)[C@H]2Cn3c(ccc(-c4ccncc4)c3=O)[C@H]2N1Cc1ccccc1F | 0.0
CS(=O)(=O)N1[C@@H]2Cn3c(ccc(-c4cccc(F)c4)c3=O)[C@H]1[C@@H](C(=O)N1CCCCC1)[C@@H]2CO | -0.9
CC(C)NC(=O)N(C)C[C@@H]1Oc2ccc(NC(=O)CCC(F)(F)F)cc2C(=O)N([C@@H](C)CO)C[C@@H]1C | -0.3
CC(C)NC(=O)Nc1ccc2c(c1)C(=O)N([C@H](C)CO)C[C@@H](C)[C@H](CN(C)S(=O)(=O)c1ccc(F)cc1)O2 | 0.6
C[C@H](CO)N1C[C@H](C)[C@H](CN(C)C(=O)c2cnccn2)Oc2ncc(-c3ccccc3F)cc2C1=O | -0.5
O=C(c1cccc(F)c1)N1CCCCN2[C@H](CO)[C@@H](c3ccc(C#CC4(O)CCCC4)cc3)[C@@H]2C1 | 4.2
N#C[C@@H]1[C@@H](c2ccc(C#Cc3cccc(F)c3)cc2)[C@H](CO)N1C(=O)C1CCOCC1 | 1.0
C[C@@H]1CN([C@@H](C)CO)S(=O)(=O)c2ccc(-c3ccc(F)cc3)cc2O[C@@H]1CN(C)C(=O)C1CCCCC1 | -2.1
